# Screens deposited in PubChem by National Center for Advancing Translational Sciences (NCATS).
# p53 reactivator: restores transcriptional activity of mutant p53; 0.063% of 320,000 active; Potency, µM (doses to about 92.2 µM), inactives show at the highest dose activity change, positive = activation, usual class: activators; H1299 p53-A138V BP100-luciferase reporter, luminescence, 24 h; further: potency means the concentration at half of the fitted maximal effect; % of control where 0% means no effect; nearly all actives have a fitted effect of over 45% in size
#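 H1299 (p53-null), stable ts p53-A138V + BP100-Luc; 1000 cells/well, Opti-MEM/10% FBS; cpd 4 pt, 1:5; 24 h, 37 deg C, 5% CO2; detection reagent 10 min RT; luminescence.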
# uPA surface inh: blocks generation of uPA at the cell surface; cell surface uPA generation assay, qHTS; Potency, µM (doses to about 38.3 µM), for the others: at the highest dose activity change, negative = inhibition, actives largely listed as inhibitors; 0.31% of 330,000 active; AID 540303; active means well fitted inhibition curve with a large enough effect; inconclusive means small, poorly fitted or top-dose-only effect; inactive means no such curve, though single readings can be large or run the other way; tested in mouse RAW 264.7 cells; further: potency means the concentration at half of the fitted maximal effect; on the % scale 0 is the no-effect control and ±100 the full control effect; nearly all actives have a fitted effect of over 55% in size
# TRPV1 ag: human TRPV1 agonism; Q8NER1; TRPV1-expressing cells, Fluo-8 calcium influx, agonist mode; activation, % at 8.33 µM; 0.19% of 320,000 active; in the data active means activation above about 80%; inconclusive means between about 30% and that limit; further: 0% is about no effect
#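 TRPV1-expressing cells were cultured overnight at 35.5C and loaded with Fluo-8 calcium dye for 40 to 90 min at room temperature. After a 10 s baseline, compound was added and calcium influx was read kinetically for 3 min (ex 480/em 520 nm).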
# Integrin act MD: activators of alpha7 integrin expression for muscular dystrophy. AID 624291. alpha7betagal myoblasts, beta-gal FDG fluorescence, 48 h. Potency, µM (highest dose often 38.3 µM), for the others: at the top dose activation, actives largely listed as activators. 0.064% of 350,000 active;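 further: potency means the concentration at half of the fitted maximal effect; 100% = response of the positive control SU9516; nearly all actives have a fitted effect of over 60% in size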
#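 alpha7betagal+/- myoblasts (passage 13, 250/well) treated 48 h at 37C with compounds at 1:260 dilution of DMSO stock. Lysed, then beta-galactosidase activity read as FDG fluorescence (ex 480/em 540) after 30 min, with pre-read for autofluorescence.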
# S-ASM inh: blocks human secretory acid sphingomyelinase; P17405; placental ASM, HMU-PC fluorogenic substrate, 60 min; Potency, µM (doses to about 57.5 µM), for the others: top-dose activity change, negative = inhibition, hits mostly inhibitors; 0.006% of 340,000 active; AID 504937; further: potency means the concentration at half of the fitted maximal effect
# Target sequence (P17405 47-631 limits assumed): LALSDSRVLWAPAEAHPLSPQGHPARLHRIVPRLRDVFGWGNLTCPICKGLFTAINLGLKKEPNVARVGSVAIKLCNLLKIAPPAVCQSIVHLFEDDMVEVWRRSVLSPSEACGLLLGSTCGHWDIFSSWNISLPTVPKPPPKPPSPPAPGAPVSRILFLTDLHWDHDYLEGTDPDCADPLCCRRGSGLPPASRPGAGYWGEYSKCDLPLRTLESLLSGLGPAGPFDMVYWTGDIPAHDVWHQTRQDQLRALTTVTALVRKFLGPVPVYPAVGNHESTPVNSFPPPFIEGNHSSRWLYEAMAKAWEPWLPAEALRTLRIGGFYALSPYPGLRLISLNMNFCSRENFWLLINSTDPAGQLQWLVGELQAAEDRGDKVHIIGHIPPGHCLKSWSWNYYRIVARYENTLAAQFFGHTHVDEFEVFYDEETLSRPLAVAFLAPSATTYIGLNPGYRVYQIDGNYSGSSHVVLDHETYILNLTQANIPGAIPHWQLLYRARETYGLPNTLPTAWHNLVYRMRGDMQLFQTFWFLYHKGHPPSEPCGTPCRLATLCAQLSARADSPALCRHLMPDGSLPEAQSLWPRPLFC
#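 Human placenta-derived ASM enzyme was preincubated with compound for 10 minutes at room temperature, then given fluorogenic substrate HMU-PC0 (9 uM final) for 60 minutes at 37 °C; a pH 10 stop preceded fluorescence reading at Ex 386/Em 447 nm.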
# Eya2 phos inh: inhibitors of human Eya2 phosphatase activity | O00167 | recombinant Eya2, OMFP fluorescence dephosphorylation (OMFP is methylfluorescein phosphate) | Potency, µM (series often up to 76.9 µM), for the others: at the top dose activity, negative = inhibition, actives largely listed as inhibitors | 0.006% of 330,000 active; further: potency means the concentration at half of the fitted maximal effect; on the % scale 0 is the no-effect control and ±100 the full control effect
#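 Eya2 (0.2 uM) preincubated 10 min at ambient with compound, then OMFP substrate added at 50 uM; 10 min reaction in 50 mM HEPES pH 7.5, 50 mM NaCl, 5 uM MgCl2, 0.05% BSA, 1 mM DTT. Fluorescence read at Ex 485/Em 525 nm.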
# TSG101-PTAP inh: blocks PTAP/TSG101 interaction to inhibit HIV-1 budding. Q99816. Fluorescence polarization, FITC-PTAP peptide / Tsg101 binding. Potency, µM (titrated, usually from 115 µM), for inactives: at the top dose activity change, negative = inhibition, usual class: inhibitors. 340,000 tested, under 10 active. AID 493005; active means well fitted inhibition curve with a large enough effect in the main read-out, with a control signal flat, not every such curve was filed as active; inconclusive means small, poorly fitted or top-dose-only effect, or effect the other way, or a change in a side signal; inactive means no such curve, though single readings can be large or run the other way; further: potency means the concentration at half of the fitted maximal effect; % of control where 0% means no effect
# Target sequence (Q99816 whole entry, looked up): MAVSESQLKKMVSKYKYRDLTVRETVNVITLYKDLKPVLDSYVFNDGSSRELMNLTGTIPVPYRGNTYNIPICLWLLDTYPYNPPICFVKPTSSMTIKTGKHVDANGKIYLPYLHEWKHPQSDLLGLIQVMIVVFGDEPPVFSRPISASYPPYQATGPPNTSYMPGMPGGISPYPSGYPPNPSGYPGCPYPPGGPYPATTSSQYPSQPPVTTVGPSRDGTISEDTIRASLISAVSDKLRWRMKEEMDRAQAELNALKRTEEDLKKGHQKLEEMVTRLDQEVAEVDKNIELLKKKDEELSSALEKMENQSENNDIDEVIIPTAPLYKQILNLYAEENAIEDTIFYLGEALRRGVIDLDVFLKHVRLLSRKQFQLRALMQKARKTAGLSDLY
#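 Steps: Tsg101 binding domain dispensed (10 uM final), compounds pinned in DMSO, FITC-labeled PTAP-motif peptide added (50 nM final); after 20 min binding at room temperature, polarization measured.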
# BRCA1 expr act: increases BRCA1 expression; MCF7-BRCA1-FFLuc reporter, luminescence, 48 h; response scale: scaled: vehicle 0%, 10 µM genistein 100%; Potency, µM (highest dose often 46.1 µM), for the others: at the top dose activation, hits mostly activators; 1.1% of 380,000 active; AID 624202; further: potency means the concentration at half of the fitted maximal effect; nearly all actives have a fitted effect of over 80% in size; some results filed as inactive show a strong effect at the top dose
#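 Quantitative HTS in MCF7 cells stably reporting BRCA1 expression via firefly luciferase. Compound treatment lasts 48 h at 37 °C in phenol-red free MEM. Activation is expressed relative to genistein at 10 microM and DMSO.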
# USP2a block: USP2a (human) protease inhibition; 0.01% of 330,000 active; O75604; USP2 core, Ub-CHOP2 coupled fluorogenic reporter, 485/531; Potency, µM (series often up to 38.3 µM), inactives show top-dose activity change, negative = inhibition, actives largely listed as inhibitors;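 further: potency means the concentration at half of the fitted maximal effect; plate controls were DMSO wells for no effect and full inhibition by NEM control for full effect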
#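 Deubiquitinase activity read as fluorescence (485/531 nm) after Ub-CHOP2 cleavage activates the enterokinase reporter on its substrate; USP2 core 10nM, Ub-CHOP2 and substrate 25nM each, 30min compound preincubation then 60min RT; data normalized to NEM, curves fitted.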
# B2AR arrestin: beta2AR (human) beta-arrestin recruitment activity. 0.02% of 330,000 active. Potency, µM (series often up to 46.1 µM), for inactives: at the highest dose activation, most hits filed as activators. beta-arrestin recruitment to beta2AR, cell-based reporter. AID 492947;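 further: potency means the concentration at half of the fitted maximal effect; 0% = DMSO controls and full agonism = EC100 isoproterenol or metaproterenol; nearly all actives have a fitted effect of over 65% in size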
# ELG1 genotox: inducers of genotoxicity in HEK293T ELG1-luciferase cells. HEK293T ELG1-luciferase reporter, luminescence, 16 h. Potency, µM (highest dose often 46 µM), for the others: at the highest dose activity change, positive = activation, actives largely listed as activators. 1.3% of 330,000 active. AID 504466; further: potency means the concentration at half of the fitted maximal effect; % of control where 0% means no effect; nearly all actives have a fitted effect of over 60% in size
#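 Reporter readout depends on ELG1 protein level, which increases with genetic stress. After 16 hr compound exposure at 37 °C, luciferase activity was quantified using ONE-Glo.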
# Numbers without * were called inactive; ? = inconclusive; · = not tested or not shown; [ ] = remark or other dose. Unless noted, the call rests on the fitted dose curve; in most records, active means well fitted curve in the direction sought with a large enough effect; inconclusive means small, poorly fitted or top-dose-only effect, or another doubt; inactive means no such curve, though single readings can be large; an effect the other way counts as inactive or inconclusive.
SMILES,p53 reactivator,uPA surface inh,TRPV1 ag,Integrin act MD,S-ASM inh,Eya2 phos inh,TSG101-PTAP inh,BRCA1 expr act,USP2a block,B2AR arrestin,ELG1 genotox
CCCCn1nnnc1NCc1cc(Cl)c(OC)c(OC)c1,-2%,-3%,0,3%,-2%,0%,0%,-17%,0%,0.1%,-1%
O=c1[nH]c2ccc(S(=O)(=O)N3CCN(C4CCCCC4)CC3)cc2[nH]c1=O,10%,6%,-1,-3%,-3%,-13%,·,1%,2%,-0.2%,0%
C[C@@H](NC(=O)[C@@H]1Cc2ccccc2CN1)C(=O)NC1CCCCC1,4%,-1%,6,1%,-1%,1%,1%,7%,1%,-0.2%,0%
CN(Cc1ccccc1Cl)C(=O)C1CC(=O)N(c2ccc3c(c2)OCCO3)C1 (stereo not drawn),2%,7%,14,12%,1%,-8%,-4%,15%,-3%,-0.7%,-4%
Cc1cc(=O)oc2c3c(cc(OCC(=O)NCC(=O)O)c12)OC(C)(C)CC3,9%,1%,-9,5%,92%[activator],-2%,-2%,8%,4%,-0.7%,-3%
Cc1c(C(=O)N2CCCCC2)c(S(=O)(=O)N2CCN(c3ccc(Cl)cc3)CC2)c(C)n1C,1%,0%,-1,?,0%,-5%,-6%,0%,1%,0.0%,-1%[9.26 µM]
CCOCCCNC(=O)CSc1nnc(-c2ccc(S(=O)(=O)N3CCCC3)cc2)n1C,0%,-9%,-2,9%,-2%,18%,-1%,12%,2%,-0.7%,0%
O=C(CCc1ccc(S(=O)(=O)N2CCOCC2)cc1)N/N=C/c1ccc(O)c(O)c1O,-8%,-5%,-4,-53%[inhibitor],-10%,9%,-2%,-32%,6%,-0.4%,-6%
CCOC(=O)C(Cc1c[nH]c2cc([N+](=O)[O-])ccc12)(NC(C)=O)C(=O)OCC,·,-2%,·,-7%,-4%,·,-6%,-4%,·,·,·
CCCNc1nc(N2CCOCC2)nc(N2CCOCC2)n1,-1%,·,1,-20%,1%,-4%,-3%,6%,1%,-0.2%,2%

# For reference, some entries already given.
SMILES,p53 reactivator,uPA surface inh,TRPV1 ag,Integrin act MD,S-ASM inh,Eya2 phos inh,TSG101-PTAP inh,BRCA1 expr act,USP2a block,B2AR arrestin,ELG1 genotox
CCOC(=O)C(Cc1c[nH]c2cc([N+](=O)[O-])ccc12)(NC(C)=O)C(=O)OCC,·,-2%,·,-7%,-4%,·,-6%,-4%,·,·,·
CCCNc1nc(N2CCOCC2)nc(N2CCOCC2)n1,-1%,·,1,-20%,1%,-4%,-3%,6%,1%,-0.2%,2%

# Next section.
SMILES,p53 reactivator,uPA surface inh,TRPV1 ag,Integrin act MD,S-ASM inh,Eya2 phos inh,TSG101-PTAP inh,BRCA1 expr act,USP2a block,B2AR arrestin,ELG1 genotox
O=C(Nc1ccnc(-c2cccnc2)n1)c1ccc(Cl)c(Cl)c1,14%,·,2,-6%,-1%,12%,-3%,11%,5%,-0.4%,1%
O=C(O)c1cccc(COCC(F)(F)C(F)F)c1,15%,·,-1,3%,3%,-20%,-8%,53%,3%,-0.1%,13%
C=CCN(c1ccccc1)S(=O)(=O)c1cccc(C(=O)OCC(=O)NCCOC)c1,-4%,8%,3,6%,2%,-3%,-4%,0%,10%,-0.3%,1%
Cc1cc2cc(C(c3nnnn3CC3CCCO3)N3CCCc4ccccc43)c(=O)[nH]c2cc1C (stereo not drawn),4%,·,-1,-17%,-3%,-12%,-8%,-82%[inhibitor],1%,0.1%,14%
Cc1ccc(C)c(OCCC(=O)Nc2ccc3c(c2)OCO3)c1,-8%,10%,?,-1%,0%,-9%,0%,8%,0%,-0.1%,-1%
Cn1c(=O)c2c(nc(NCc3cccnc3)n2Cc2ccccc2Cl)n(C)c1=O,16%,?,5,22%,-2%,-1%,-1%,-21%,2%,-1.0%,20%
Cc1ccc(NS(=O)(=O)c2ccc3[nH]c(=O)sc3c2)cc1,9%,3%,14,12%,-2%,0%,-12%,-23%,-1%,-0.3%,-3%
CCN(CC)CC1CN(N=Cc2ccc([N+](=O)[O-])o2)C(=O)O1 (stereo not drawn),·,-10%,·,-57%[inhibitor],-4%,·,-6%,-70%,·,·,·
COc1cccc(CNS(=O)(=O)c2ccc(N3CCCC3=O)cc2)c1,7%,4%,-2,4%,-5%,-7%,0%,2%,-2%,-0.5%,-5%
COc1ccc(N/N=C(\C=N\O)C(=O)c2ccc(OC)cc2)cc1,2%,-13%,2,-10%,-29%,10%,0%,-54%,-1%,-0.3%,?
C[C@]12C(=O)N(c3cccc(Cl)c3)C(=O)N1[C@H]1c3ccccc3OC[C@@H]1[C@H]2c1ccccc1,16%,9%,1,-7%,0%,-3%,0%,-20%,0%,0.2%,-4%
O=C(Nc1cccc(C(F)(F)F)c1)Nn1cnnc1,-4%,0%,-1,3%,0%,-4%,2%,4%,4%,4.7%,0%
CC1CCc2nn(CC(=O)NCc3ccc4c(c3)OCO4)cc2C1 (stereo not drawn),-7%,9%,4,9%,0%,12%,-4%,16%,5%,0.0%,-9%
Cc1cccn2c(CNC3CCCc4ccccc43)c(C(=O)N3CCCCC3)nc12 (stereo not drawn),-3%,1%,8,4%,-3%,-4%,-11%,-14%,3%,-0.1%,-14%
CCC(C(=O)OCC(=O)c1ccc2c(c1)NC(=O)CO2)c1ccccc1 (stereo not drawn),-2%,-1%,18,10%,-4%,8%,-2%,1%,2%,0.1%,-7%
O=[N+]([O-])c1ccccc1S(=O)(=O)n1cnc2ccccc21,6%,1%,8,9%,-1%,0%,0%,-8%,2%,0.2%,3%
COc1ccc(C(=O)Cn2cnc3ccccc3c2=O)c(OC)c1,21%,13%,0,0%,-2%,-4%,-7%,76%,2%,0.1%,-8%
Cc1ccc(CCNC(=O)C2CC(c3cc(C(F)(F)F)cc(C(F)(F)F)c3)=NO2)cc1 (stereo not drawn),?,1%,15,11%,2%,-4%,·,-13%,9%,-0.5%,1%
O=C(NCCN1CCOCC1)c1cn(CCc2ccccc2)nn1,2%,2%,2,6%,3%,0%,-5%,19%,1%,-0.4%,2%
COc1ccc(-n2ncc3c(N4CCC(C(N)=O)CC4)ncnc32)cc1,16%,-4%,-2,13%[7.66 µM],-1%,7%,-1%,-39%,0%,-1.0%,0%
CN1/C(=C\C(=O)Nc2cccnc2)c2ccccc2CC1(C)C,1%,-7%,4,-38%,-1%,1%,-1%,-21%,1%,2.4%,-6%
O=C(Nc1ccc(N2CCN(C(=O)c3ccco3)CC2)cc1)C(c1ccccc1)c1ccccc1,2%,1%,-2,4%,-3%,13%,-1%,-27%,-11%,-0.2%,-4%
O=C(O)c1c2c(nc3ccc(F)cc13)CCC2,19%,·,0,-5%,2%,3%,2%,11%,-3%,0.0%,2%
CCC(=O)NS(=O)(=O)c1cccnc1Nc1ccccc1Cl,-18%,2%,2,0%,-1%,17%,-4%,-1%,-2%,0.1%,1%
CC(C)c1c(Cl)c(O)c(-c2ccccc2)c(=O)n1-c1ccc(F)cc1,9%,0%,-4,4%,1%,-4%,-3%,-17%,3%,-1.0%,0%
CC(C)COCc1ccc(O)c2ncccc12,7%,-7%,0,-64%[inhibitor],3%,12%,-5%,-79%,-1%,-1.0%,-3%
O=C(N[C@@H]1C/C=C\C[C@@H](CC(=O)N(CCO)Cc2ccccc2)C(=O)NC[C@H](c2ccccc2)OC1=O)OCC1c2ccccc2-c2ccccc21,-7%,?,·,-38%,3%,-37%,-7%,-28%,-3%,0.0%,-1%
COc1ccccc1C(=O)NC(=S)N1CCc2ccccc21,1%,?,3,9%,-1%,-9%,-3%,-12%,1%,0.3%,5%

# 5 entries already listed, arranged by formula weight, lowest first.
SMILES,p53 reactivator,uPA surface inh,TRPV1 ag,Integrin act MD,S-ASM inh,Eya2 phos inh,TSG101-PTAP inh,BRCA1 expr act,USP2a block,B2AR arrestin,ELG1 genotox
O=C(O)c1c2c(nc3ccc(F)cc13)CCC2,19%,·,0,-5%,2%,3%,2%,11%,-3%,0.0%,2%
COc1ccccc1C(=O)NC(=S)N1CCc2ccccc21,1%,?,3,9%,-1%,-9%,-3%,-12%,1%,0.3%,5%
CCC(=O)NS(=O)(=O)c1cccnc1Nc1ccccc1Cl,-18%,2%,2,0%,-1%,17%,-4%,-1%,-2%,0.1%,1%
CC(C)c1c(Cl)c(O)c(-c2ccccc2)c(=O)n1-c1ccc(F)cc1,9%,0%,-4,4%,1%,-4%,-3%,-17%,3%,-1.0%,0%
O=C(Nc1ccc(N2CCN(C(=O)c3ccco3)CC2)cc1)C(c1ccccc1)c1ccccc1,2%,1%,-2,4%,-3%,13%,-1%,-27%,-11%,-0.2%,-4%
